aGal spleen mod = alpha-galactosidase A (human) modulation; P06280; human spleen homogenate, 4MU-alpha-Gal fluorescence, 40 min; Potency, µM (highest dose often 80 µM), inactives show at the highest dose activity change, negative = inhibition, actives largely listed as inhibitors; 240,000 compounds, 0.008% hits; AID 2107;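 note: 0% = enzyme with vehicle and -100% = no enzyme basal signal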
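Spleen homogenate 1 ug + cpd (titration) + 4-MU-alpha-D-galactopyranoside 1 mM; 37C 40 min; 50 mM citrate/phosphate pH 5.0, 0.01% Tween-20; stop pH 10; fluorescence 365/440; AC50 via Hill.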
JMJD2E inh = JMJD2E (human) inhibition; Potency, µM (highest dose often 57.1 µM), for the others: at the highest dose activity change, negative = inhibition, hits mostly inhibitors; 230,000 compounds, 1.6% hits; B2RXH2; JMJD2E catalytic domain, FDH-coupled NADH fluorescence (FDH is formaldehyde dehydrogenase); active = well fitted inhibition curve with a large enough effect, not every such curve was filed as active; inconclusive = small, poorly fitted or top-dose-only effect, or another doubt; inactive = no such curve, though single readings can be large or run the other way;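 note: 0% = wells with enzyme and -100% = buffer wells without enzyme; nearly all actives have a fitted effect of over 50% in size; many of its hits are not listed in these tables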
GoLoco inh red = RGS12 GoLoco-Gai1 interaction inhibition; Gai1:RGS12 GoLoco peptide FP, rhodamine, 10 min; Potency, µM (highest dose often 61.6 µM), inactives show at the highest dose activity, negative = inhibition, hits mostly inhibitors; AID 880; P63096; 230,000 compounds, 0.44% hits; active = well fitted inhibition curve with a large enough effect, not every such curve was filed as active; inactive = no such curve, though single readings can be large or run the other way; note: % is set by controls: 0 for no effect and ±100 for the full control effect; nearly all actives have a fitted effect of over 30% in size; many of its hits are not listed in these tables
Target sequence (P63096 whole entry, looked up): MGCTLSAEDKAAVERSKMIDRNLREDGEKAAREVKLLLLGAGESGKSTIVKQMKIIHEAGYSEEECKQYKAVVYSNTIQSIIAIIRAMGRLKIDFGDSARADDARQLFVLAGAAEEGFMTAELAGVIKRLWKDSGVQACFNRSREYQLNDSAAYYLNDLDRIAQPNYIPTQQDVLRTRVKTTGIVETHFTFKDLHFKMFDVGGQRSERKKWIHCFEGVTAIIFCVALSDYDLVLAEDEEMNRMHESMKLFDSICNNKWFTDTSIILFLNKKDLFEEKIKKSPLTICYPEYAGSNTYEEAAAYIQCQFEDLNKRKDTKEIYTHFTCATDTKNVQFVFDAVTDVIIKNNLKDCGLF
SMN2 splice enh = enhancers of SMN2 splice variant expression; HEK293 SMN2-luciferase splicing reporter, luminescence, 30-36 h; Potency, µM (series often up to 46.1 µM), for the others: top-dose activity change, positive = activation, most hits filed as activators; 210,000 compounds, 2.8% hits; note: % of control where 0% means no effect; nearly all actives have a fitted effect of over 55% in size
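HEK293 cells carry an SMN2 […]–luciferase reporter in which exon 7 inclusion puts luciferase in frame. Cells were plated 10-12 h before compound addition, then incubated 30-36 h at 37C. ONE-Glo luminescence was read; sodium butyrate at 4.5 mM final served as control.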
aGlu spleen mod = inhibitors or activators of human alpha-glucosidase in spleen homogenate; P10253; human spleen homogenate, 4-MU-alpha-glucoside fluorescence; Potency, µM (doses to about 79.9 µM), for the others: at the highest dose activity change, negative = inhibition, hits mostly inhibitors; 240,000 compounds, 0.006% hits; AID 2112;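 note: 0% = enzyme with vehicle and -100% = no enzyme basal signal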
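Human spleen homogenate (1 ug) incubated with compounds and 1 mM 4-methylumbelliferyl-alpha-D-glucopyranoside in pH 5.0 citrate/phosphate buffer, 37 C, 40 min. Stopped at pH 10; 4-MU fluorescence (Ex 365/Em 440 nm); AC50 by Hill fit.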
GAA glycogen = inhibitors or activators of human alpha-glucosidase glycogen cleavage; P10253; recombinant GAA, glycogen substrate, Amplex Red glucose oxidase fluorescence; Potency, µM (series often up to 76.4 µM), for inactives: top-dose activity change, negative = inhibition, actives largely listed as inhibitors; 300,000 compounds, 0.38% hits;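 note: 0% = full enzyme reaction and -100% = no-enzyme basal signal; the screen sought inhibitors and activators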
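Recombinant human alpha-glucosidase (4 nM final) hydrolysed bovine liver glycogen (30 ug) for 40 min at 37 C in pH 5.0 citrate/phosphate with 0.01% Tween-20. Released glucose detected by glucose oxidase/Amplex Red, Ex 573/Em 610 nm. Compounds up to 77 uM; AC50 from Hill fits.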
GAA inh = blocks human lysosomal alpha-glucosidase; P10253; AID 1466; Potency, µM (titrated, usually from 76.9 µM), inactives show at the highest dose activity change, negative = inhibition, actives largely listed as inhibitors; 200,000 compounds, 0.005% hits; purified human GAA, 4-MU-alpha-glucoside fluorescence;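 note: plate controls were uninhibited enzyme wells for no effect and no-enzyme background for full effect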
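Fluorogenic assay: 4 nM human alpha-glucosidase with 400 uM 4-methylumbelliferyl-alpha-D-pyranoside in 50 mM citrate/phosphate, 0.005% Tween-20, pH 5.0, 20 min at room temperature. Compounds tested up to 77 uM; AC50 from Hill fits.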
ALDH1A1 inh = blocks purified human ALDH1A1 activity | Purified ALDH1A1, NADH fluorescence, propionaldehyde substrate | Potency, µM (doses to about 75.3 µM), for inactives: top-dose activity, negative = inhibition, usual class: inhibitors | P00352 | 220,000 compounds, 7.3% hits; active = well fitted inhibition curve with a large enough effect, not every such curve was filed as active; inconclusive = small, poorly fitted or top-dose-only effect, or another doubt; inactive = no such curve, though single readings can be large or run the other way;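 note: plate controls were no enzyme wells and a reference inhibitor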
Target sequence (P00352 whole entry, looked up): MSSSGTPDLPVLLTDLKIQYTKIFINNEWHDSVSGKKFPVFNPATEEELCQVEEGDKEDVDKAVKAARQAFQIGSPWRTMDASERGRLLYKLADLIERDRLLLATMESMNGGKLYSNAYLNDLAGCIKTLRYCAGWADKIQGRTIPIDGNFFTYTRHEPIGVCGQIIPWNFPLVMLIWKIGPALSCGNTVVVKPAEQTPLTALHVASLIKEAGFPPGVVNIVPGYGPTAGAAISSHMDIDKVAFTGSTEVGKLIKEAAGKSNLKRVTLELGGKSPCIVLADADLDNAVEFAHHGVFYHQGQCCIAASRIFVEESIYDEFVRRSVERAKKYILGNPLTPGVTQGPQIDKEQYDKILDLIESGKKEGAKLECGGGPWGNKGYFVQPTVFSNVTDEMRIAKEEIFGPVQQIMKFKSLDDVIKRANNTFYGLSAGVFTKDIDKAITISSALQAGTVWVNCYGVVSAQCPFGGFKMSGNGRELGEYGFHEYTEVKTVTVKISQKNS
Starred values were filed as active, the others as inactive; ? = inconclusive; nt = no result given; & = joins results of further samples; [ ] = dose if it differs, or a comment. Unless noted, calls come from the whole dose curve; as a rule, active = well fitted curve in the direction sought with a large enough effect; inconclusive = small, poorly fitted or top-dose-only effect, or another doubt; inactive = no such curve, though single readings can be large; an effect the other way counts as inactive or inconclusive. Potency is the fitted concentration of half-maximal effect. This is a subset, so the mix of outcomes need not match the whole.

Every second line gives: aGal spleen mod	JMJD2E inh	GoLoco inh red	SMN2 splice enh	aGlu spleen mod	GAA glycogen	GAA inh	ALDH1A1 inh
CN(C)CCNS(=O)(=O)c1ccc(N2CCN(c3ccc(F)cc3)CC2)c([N+](=O)[O-])c1
→ -14%	-8%	6%	-1%[1.84 µM]	-7%	12%	-8%	-2%
CN(C)S(=O)(=O)c1cc(C(=O)O)c(NC2CCCCC2)cc1Cl
→ -9%	7%	3%	-5%	-5%	-5%	-3%	?
CN(Cc1cnccn1)Cc1nc(Cc2cccc(F)c2)no1
→ 1%	2%	-10%	nt	-5%	-5%	-2%	1%
O=Cc1cccn1-c1c(C(=O)O)cnn1-c1ccccc1
→ -6%	2%	4%	-12%	0%	-17%	-9%	-1%
CCC(C)(C)C(=O)Nc1ccc(C(N)=O)cc1
→ 1%	1%	0%	-17%	-5%	1%	1%	1%
CCCCOc1ccc(OCCCN2CCOCC2)cc1
→ 2%	9%	14%	-57%	3%	5%	8%[15.4 µM]	2%&0%
O=C(COC(=O)Cn1cnc2ccccc2c1=O)Nc1ccc(Cl)c(C(F)(F)F)c1
→ 3%	6%	-5%	5%	2%	1%	7%	-4%
CC(C)C(=O)Nc1cccc(C(=O)Nc2nnc(C(C)C)s2)c1
→ 2%	-20%	2%	11µM*	-21%	3%	0%	-2%
CC(=O)c1cccc(NC(=O)C2C(c3ccccc3)C2(Cl)Cl)c1 (stereo unspecified)
→ -13%	-3%	9%	-9%	-5%	3%	-1%	-1%
O=C(Nc1ccc(Cl)cn1)c1cccnc1
→ 0%	3%	13%	?	0%	7%	-1%	11%
CCOc1ccc(C(=O)N[C@H](C(=O)O)C(C)C)cc1
→ -5%	-4%	3%	2%	0%	4%	8%	6%
O=C(c1cccs1)N1CCN(Cc2cccnc2)CC1
→ 0%	?	nt	nt	2%	14%	2%	?
COC(=O)c1ccccc1OCc1cccc(C)n1
→ 1%	1%	-3%	-4%	-2%	-13%	-2%	7%
COc1ccc(NC(=S)N2CCN(c3ccccn3)CC2)cc1OC
→ 0%	-6%	nt	nt	-19%	-13%	-3%	25µM*
O=C(OCc1ccccc1Cl)c1cccnc1Cl
→ 0%	-2%	3%	1%	5%	-2%	-14%	5%
O=C(NCCCN1CCOCC1)c1ccc(Cl)cc1[N+](=O)[O-]
→ 1%	-18%	20%	nt	1%	6%	-7%	1%
COc1ccc(NS(=O)(=O)c2cccc(NC(=O)COc3ccc(OC)cc3)c2)cc1
→ 7%	6%	2%	nt	6%	-12%	nt	nt
CC(=O)Nc1ccc(Oc2ccc([N+](=O)[O-])cc2Cl)cc1
→ 2%	-1%	-9%	-17%	4%	5%	?	5%
CCOC(=O)c1cn(Cc2cccc(C)c2)nn1
→ -6%	3%	11%	0%	-3%	5%	-2%	-10%
COC(=O)c1ccc(C(=O)OC)c(NC(=O)CSCc2ccc(Br)cc2)c1
→ -3%	?	8%	-28%	0%	-5%	3%	?

In the list so far, these contain a nitro group on carbon:
Every second line gives: aGal spleen mod	JMJD2E inh	GoLoco inh red	SMN2 splice enh	aGlu spleen mod	GAA glycogen	GAA inh	ALDH1A1 inh
CN(C)CCNS(=O)(=O)c1ccc(N2CCN(c3ccc(F)cc3)CC2)c([N+](=O)[O-])c1
→ -14%	-8%	6%	-1%[1.84 µM]	-7%	12%	-8%	-2%
O=C(NCCCN1CCOCC1)c1ccc(Cl)cc1[N+](=O)[O-]
→ 1%	-18%	20%	nt	1%	6%	-7%	1%
CC(=O)Nc1ccc(Oc2ccc([N+](=O)[O-])cc2Cl)cc1
→ 2%	-1%	-9%	-17%	4%	5%	?	5%

Later entries.
Every second line gives: aGal spleen mod	JMJD2E inh	GoLoco inh red	SMN2 splice enh	aGlu spleen mod	GAA glycogen	GAA inh	ALDH1A1 inh
CCNC(=S)NNC(=O)C1CCN(Cc2ccccc2)CC1
→ -6%	1%	1%	-2%	1%	-4%	-2%	8%
Cc1ccc(C)c2nc3sc(C(=O)N4CCOCC4)c(N)c3cc12
→ -3%	-8%	10%	nt	-3%	6%	8%	-2%
CC(C)CC(C(=O)NCC1CCCO1)N(C(=O)Cn1nnc(-c2ccc(F)cc2)n1)c1cccc(C(F)(F)F)c1 (stereo unspecified)
→ -14%	6%	4%	8%	-5%	2%	11%	3%
O=C1NC(=O)/C(=C\c2ccc(Oc3ccc([N+](=O)[O-])cn3)cc2)S1
→ -2%	3%	-6%	-21%	-4%	?	?	?
Cc1c(C)c2c(c(C)c1O)CC[C@@](C)(C(=O)O)O2
→ 10%[29.1 µM]	-29%[25.5 µM]	2%[21.6 µM]	-7%[20.6 µM]	3%[29.1 µM]	nt	nt	14%[20.9 µM]
CC1(C)Nc2ccccc2N(CCC(=O)N2CCOCC2)C1=O
→ -4%	3%	8%	-3%	2%	-8%	0%	14%
CCN(CC)S(=O)(=O)c1ccc(NC(=S)NC(=O)CC(C)C)cc1
→ 0%	5%	-40%	-9%	-10%	-2%	6%	-13%
Cc1ccc(S(=O)(=O)c2c(C)nn(-c3ccccc3)c2OC(=O)c2ccc(Br)o2)cc1
→ -3%	-16%	4%	-2%	-2%	6%	-6%	-5%
O=[N+]([O-])c1cccc(-c2ncc3ccccn23)c1
→ 2%	5%	3%	5%	nt	-3%	-14%	-5%
CC(=O)c1cc(C#N)c(Oc2ccc(F)cc2)nc1C
→ -3%	-2%	1%	-16%	-1%	5%	-21%	0%

Record cards, as listed above. Order of screens: aGal spleen mod, JMJD2E inh, GoLoco inh red, SMN2 splice enh, aGlu spleen mod, GAA glycogen, GAA inh, ALDH1A1 inh
Listed for CCN(CC)S(=O)(=O)c1ccc(NC(=S)NC(=O)CC(C)C)cc1 = 0%, 5%, -40%, -9%, -10%, -2%, 6%, -13%
Listed for O=C1NC(=O)/C(=C\c2ccc(Oc3ccc([N+](=O)[O-])cn3)cc2)S1 = -2%, 3%, -6%, -21%, -4%, ?, ?, ?

The results go on.
Every second line gives: aGal spleen mod	JMJD2E inh	GoLoco inh red	SMN2 splice enh	aGlu spleen mod	GAA glycogen	GAA inh	ALDH1A1 inh
O=C(C1CCN(Cc2nc(-c3ccc(Cl)cc3)no2)CC1)N1CCOCC1
→ -4%	-4%	6%	nt	-4%	7%	nt	nt
CCCCNC(=O)NCc1cnn(C)c1C
→ -5%	5%	3%	-1%	-1%	4%	7%	0%
Cc1ccc(Nc2cc(-n3cccn3)ncn2)c(C)c1
→ 2%	16%	3%	24%	0%	4%	-2%	?
Cn1c(=O)c(Oc2ccc(Cl)cc2)c(O)c2ccccc21
→ 2%	?	5%	-7%	1%	2%	?	?
COc1ccc(O)c(C(=O)/C=C/c2cc3ccccc3o2)c1
→ 2%	-11%	11%	nt	?	1%	1%[15.4 µM]	nt
CC1(C)CC2C1CCC1(C)OC2(C)CCC1O (stereo unspecified)
→ 9%	-1%	4%	-1%	-4%	nt	nt	-2%
CCCCC1CC(/C(C)=N/NC(N)=O)OC1=O (stereo unspecified)
→ -9%	3%	5%	-10%	-13%	-2%	5%	-6%
CC(C)C(NS(=O)(=O)c1ccc2c3c(cccc13)C(=O)N2)C(=O)O (stereo unspecified)
→ -1%	?	6%	0%	-5%	-16%	0%	?
CC(=O)Nc1cccc(C(=O)/C=C/c2ccc(N(C)C)cc2)c1
→ 6%	-8%	174%[activator]	5%	-2%	0%	-6%	?
OC1CSc2nc3ccccc3n2C1 (stereo unspecified)
→ 2%	4%	12%	nt	-5%	0%	13%	16%
COc1ccc(C(=O)OC(COc2ccccc2)Cn2ccnc2)cc1 (stereo unspecified)
→ 7%	1%	7%	-1%	-16%	0%	?	?
O=C(Cn1cnc2c(nnn2Cc2ccccc2)c1=O)NCc1ccccc1Cl
→ -8%	3%	-4%	nt	-4%	9%	nt	nt
CCOC(=O)C1C(=O)NCC1c1ccccc1 (stereo unspecified)
→ 4%	1%	-21%	3%	-3%	8%	-1%	6%
CC(=O)Nc1cc(C(=O)NCc2ccco2)ccc1Sc1ccc(F)cc1
→ -3%	-7%	14%	-22%	-6%	0%	2%	13%
CC1CCC2(CC1)NC(=O)N(CC(=O)Nc1ccc3c(c1)CCC3)C2=O (stereo unspecified)
→ 3%	8%	-8%	nt	1%	-14%	nt	nt
Cc1cc(=O)c2cccc(Br)c2[nH]1
→ 5%	-4%	6%	-13%	-10%	-7%	1%	10%
COC(=O)C1=C(C)N(CCc2cc(OC)c(OC)c(OC)c2)C(=O)N[C@H]1c1ccc(Br)cc1
→ 3%&4%	5%&-6%	1%&-4%	-3%&-20%	2%&-1%	-2%	-10%[15.4 µM]	0%&-16%
O=C(Nc1ccc(Br)cc1)c1cc2ccccn2n1
→ 8%	-10%	16%	nt	0%	1%	nt	nt
Fc1ccc(N2CCN(Cc3cnc(Oc4ccc(Br)cc4)s3)CC2)cc1
→ 3%	-5%	-10%	-19%	-1%	-6%	-13%	-1%
Cc1cc(C)c(S(=O)(=O)N(C)CC(N)=O)c(C)c1
→ -7%	-1%	-13%	0%	2%	8%	3%	11%
CCCCC(=O)Nc1nc2c(OC)cc([N+](=O)[O-])cc2s1
→ 11%	7%	0%	-1%	3%	6%	-1%	?
Clc1cccc(Oc2ncc(CN3CCOCC3)s2)c1
→ 3%	1%	-6%	0%	-2%	4%	0%	13%
CS(=O)(=O)N(CC(=O)O)c1cccc(Cl)c1
→ 3%	?	-5%	?	-5%	5%	0%	?
CCC1(c2ccc(F)cc2)NC(=O)N(CC(=O)Nc2cc(S(=O)(=O)N(C)C)ccc2Cl)C1=O (stereo unspecified)
→ 4%	11%	6%	-2%	3%	-10%	-8%	4%
Fc1ccc(C2=Nn3c(nnc3-c3n[nH]c4c3CCC4)SC2)cc1
→ 4%	11%	16%	20µM*	-4%	-2%	-9%	-8%
O=C(Nc1ccc([N+](=O)[O-])cc1)Nc1ccc(Cl)cc1F
→ -5%	-3%	36%[activator]	-60%[inhibitor]	5%	11%	-2%	9%

Bioassay records deposited in PubChem by National Center for Advancing Translational Sciences (NCATS).
